BLM inh = Bloom syndrome helicase (human) inhibition. recombinant BLM DNA unwinding, fluorescence dequenching. Potency, µM (highest dose often 56.1 µM), for inactives: top-dose activity change, negative = inhibition, usual class: inhibitors. actives 0.2% (n = 350,000). AID 2528;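 further: plate controls were vehicle for no effect and no enzyme for full effect; nearly all actives have a fitted effect of over 35% in size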
12-LOX inh = inhibitors of human 12S-lipoxygenase ALOX12. purified 12hLO, xylenol orange hydroperoxide absorbance. actives 1.1% (n = 580,000). P18054. Potency, µM (highest dose often 108 µM), for the others: at the highest dose activity change, negative = inhibition, usual class: inhibitors; further: on the % scale 0 is the no-effect control and ±100 the full control effect
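Purified human 12hLO (150 nM final) in 25 mM Hepes, 0.01% Triton X-100, pH 7.0 was preincubated 15 min at room temperature with compound. Then 40 uM arachidonic acid was added, 30 min. Hydroperoxide was read by Fe-XO absorbance ratio 573/405 nm.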
Pol kappa inh = blocks human DNA polymerase kappa activity; Q9UBT6; AID 588579; Potency, µM (highest dose often 107 µM), without a hit: top-dose activity, negative = inhibition, most hits filed as inhibitors; actives 0.53% (n = 400,000); purified Pol kappa, fluorescent DNA synthesis assay, 10 min; further: on the % scale 0 is the no-effect control and ±100 the full control effect
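Pol kappa 10 nM + cpd, 15 min RT; start w/ substrate 50 nM final; fluorescence kinetic read, 0 and 10 min. Neg ctrl: buffer, no enzyme.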
ERG-DNA inh = inhibitors of human ERG Ets domain-DNA interaction | P11308 | fluorescence polarization, His-ERG Ets domain / labelled DNA | Potency, µM (series often up to 76.9 µM), without a hit: at the top dose FP activity, negative = inhibition, usual class: inhibitors | actives 0.028% (n = 370,000) | AID 624246; active means well fitted inhibition curve with a large enough effect in the polarisation, with a control signal flat; inconclusive means small, poorly fitted or top-dose-only effect, or effect the other way, or a change in a side signal; inactive means no such curve, though single readings can be large or run the other way; the % refers to the polarisation;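 further: polarization taken with two DNA probes labelled with fluorescein and Texas red; % of control where 0% means no effect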
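His-tagged ERG Ets domain (1 uM in the protein solution; 300mM KCl, 50mM Tris-HCl, 1mM EDTA, 1mM DTT, pH 7.5) received compound, then a probe mix of 5 nM fluorescein-DNA and 100nM Texas-615-DNA. Fluorescence polarization was read for both dyes.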
APE1 inh = APE1 (human) endonuclease inhibition; AID 2517; actives 0.35% (n = 350,000); P27695; Potency, µM (highest dose often 65.8 µM), inactives show top-dose activity change, negative = inhibition, actives largely listed as inhibitors; recombinant APE1, TAMRA/BHQ-2 abasic DNA cleavage fluorescence;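 further: plate controls were vehicle for no effect and reference inhibitor for full effect; nearly all actives have a fitted effect of over 55% in size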
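0.75 nM APE1 + cpd, 15 min RT; start w/ 50 nM TAMRA/BHQ-2 THF-abasic dsDNA; kinetic fluor 525/598 nm ×3 reads @60 s; Δ(read3−read1); normalized to DMSO and NSC13755 control wells.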
Pol iota inh = DNA polymerase iota (human) inhibition; AID 588590; Q9UNA4; Pol iota fluorescent replication assay, 10 min; Potency, µM (series often up to 115 µM), inactives show at the top dose activity, negative = inhibition, actives largely listed as inhibitors; actives 1% (n = 390,000)
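Pol iota at 10 nM preincubated 15 min with compounds at room temperature; reaction started with fluorescent substrate, 50 nM final. Fluorescence read kinetically at 0 and 10 min; buffer-only wells as negative control.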
Active calls of the source: *; ? = inconclusive; nt = no result given; [ ] = remark or other dose. Unless noted, the call rests on the fitted dose curve; in most records, active means well fitted curve in the direction sought with a large enough effect; inconclusive means small, poorly fitted or top-dose-only effect, or another doubt; inactive means no such curve, though single readings can be large; an effect the other way counts as inactive or inconclusive. Potency means the concentration at half of the fitted maximal effect. The list is partial; the hit share may differ from the screen's.

#1 O=C(c1cn(Cc2ccccc2)c2ccccc12)N1CCC1
#2 O=C(CSC1c2ccccc2Oc2ccccc21)Nc1ccccc1C(=O)O
#3 CC(=O)c1cccc(NC(=O)OC[C@H]2C[C@@H]3CCN2C[C@@H]3c2cc(C3CCCC3)nc(-c3ccncc3)n2)c1
#4 COc1cc2cc(c1Cl)N(C)C(=O)C[C@H](OC(=O)C(C)C)[C@]1(C)O[C@H]1[C@H](C)[C@@H]1C[C@@](O)(NC(=O)O1)[C@H](OC)C=CC=C(C)C2
#5 CCC(CC)c1cc([C@H]2CN3CC[C@H]2C[C@@H]3CNC(=O)C(C)(C)C)nc(-c2ccncc2)n1
#6 C#C[C@H]1CN2CC[C@H]1C[C@@H]2CNC(=O)CC(C)(C)CC(=O)O
#7 Cc1[nH]nc2c1C(c1ccc(-c3ccc(Cl)cc3)o1)SCC(=O)N2 (stereo unspecified)
#8 COc1cccc(CN2CCN3C(=O)N(C)C[C@H]3C2)n1
Screen / compound no. | 1 | 2 | 3 | 4 | 5 | 6 | 7 | 8
BLM inh | nt | nt | nt | nt | nt | nt | nt | nt
12-LOX inh | 18% | ? | ? | -14%[57.4 µM] | 28% | 35%[activator][176 µM] | ? | 5%[176 µM]
Pol kappa inh | nt | nt | nt | nt | nt | nt | nt | nt
ERG-DNA inh | nt | nt | nt | nt | nt | nt | nt | nt
APE1 inh | nt | nt | nt | nt | nt | nt | nt | nt
Pol iota inh | nt | nt | nt | nt | nt | nt | nt | nt

#9 Cc1cc(C)n(CCC(=O)N2[C@H]3CC[C@@H]2c2cnc(-c4ccccc4)nc2C3)n1
#10 O=C(c1ccc2c(c1)OC(F)(F)O2)N1CCC(C(=O)O)(c2ccccc2)CC1
#11 O=C1CO[C@H]2CN(CC3CC3)C[C@H]2N1Cc1ccccn1
#12 Cc1ccc(C)c(NC(=O)CN2C(=O)CN=C(c3ccc(F)cc3)c3c2sc(C)c3C)c1
#13 O=C1NCc2ccccc2CC12CCN(Cc1ccc(Br)cn1)C2 (stereo unspecified)
#14 CSc1cccc(NC(=O)NC[C@H]2C[C@@H]3CCN2C[C@@H]3CN2CCSCC2)c1
#15 COc1cc2c(cc1Oc1cccc(N(C)C)c1)NC(=O)C21CCN(C(=O)c2cccnc2)CC1
#16 COCCN1CCC(N2CCN(C(=O)Cc3cccc(F)c3)CC2)C1=O (stereo unspecified)
Screen / compound no. | 9 | 10 | 11 | 12 | 13 | 14 | 15 | 16
BLM inh | nt | nt | nt | nt | nt | nt | nt | nt
12-LOX inh | 10% | 1%[6.33 µM] | 37%[176 µM] | -6% | 2%[6.33 µM] | 32%[activator][176 µM] | 1% | 15%
Pol kappa inh | nt | nt | nt | nt | nt | nt | nt | nt
ERG-DNA inh | nt | nt | nt | nt | nt | nt | nt | nt
APE1 inh | nt | nt | nt | nt | nt | nt | nt | nt
Pol iota inh | nt | nt | nt | nt | nt | nt | nt | nt

Complete entries from above. Order of values: BLM inh | 12-LOX inh | Pol kappa inh | ERG-DNA inh | APE1 inh | Pol iota inh
Cc1cc(C)n(CCC(=O)N2[C@H]3CC[C@@H]2c2cnc(-c4ccccc4)nc2C3)n1 as listed: nt | 10% | nt | nt | nt | nt
O=C1CO[C@H]2CN(CC3CC3)C[C@H]2N1Cc1ccccn1 as listed: nt | 37%[176 µM] | nt | nt | nt | nt

(cont.)
#17 CNC(=O)NC(=O)CN1CCN(C(=O)Cc2cccc(OC)c2)CC1
#18 CC(C)NC(=O)NC[C@H]1C[C@@H]2CCN1C[C@@H]2CN(C)c1ccccc1
#19 Cc1cccc(CC(=O)N2[C@H]3CC[C@@H]2c2cnc(-c4ccccc4)nc2C3)c1
#20 CCOC(=O)[C@]12Cc3cc(OC)ccc3[C@H]1N(C)C(=O)c1ccccc12
#21 C=CC12CN(C)C3C4COC(CC41)C1(C(=O)Nc4ccccc41)C32 (stereo unspecified)
#22 O=c1c(C2CCCCC2)ccc2n1C[C@H]1C[C@@H]2CN(S(=O)(=O)c2ccccc2)C1
#23 COC(=O)C1=C(c2ccc(OCc3ccccc3)cc2)C[C@@H]2CC[C@H]1N2C(=O)NCc1ccccc1C(F)(F)F
#24 COc1ccccc1-c1cc([C@H]2CN3CC[C@H]2C[C@@H]3CNS(=O)(=O)c2cccs2)n(C)n1
Screen / compound no. | 17 | 18 | 19 | 20 | 21 | 22 | 23 | 24
BLM inh | nt | nt | nt | nt | nt | nt | nt | nt
12-LOX inh | 22% | 42%[activator][176 µM] | 27% | -29% | 36%[activator] | -2%[176 µM] | ? | 99%[activator]
Pol kappa inh | nt | nt | nt | nt | nt | nt | nt | nt
ERG-DNA inh | nt | nt | nt | nt | nt | nt | nt | nt
APE1 inh | nt | nt | nt | nt | nt | nt | nt | nt
Pol iota inh | nt | nt | nt | nt | nt | nt | nt | nt

#25 Oc1cc(Cl)cc(Cl)c1
#26 COc1ccccc1N
#27 C[C@]12CCC3C(CC[C@H]4C[C@@H](O)CC[C@]34C)C1CC[C@@]2(O)C(F)(F)F (stereo partly specified)
#28 O=C(CCl)c1ccc(Cl)cc1Cl
#29 COC1=C[C@]23CCCN2CCc2cc4c(cc2[C@@H]3[C@@H]1O)OCO4
#30 CC1(C)C2C[C@@H](O)[C@]3(C)C(CC[C@@]4(C)[C@H](c5ccoc5)C[C@H]5O[C@]543)[C@@]2(C)[C@@H](O)C[C@H]1O (stereo partly specified)
#31 CCN1C[C@]2(C)CC[C@H](OC)[C@]34C5C[C@@H]6CC[C@@](O)(C5C(=O)O6)C(C13)[C@@H](OC(=O)c1ccccc1)C24
#32 CN1CC[C@@]23CCCCC2C1Cc1ccc(O)cc13 (stereo partly specified)
Screen / compound no. | 25 | 26 | 27 | 28 | 29 | 30 | 31 | 32
BLM inh | nt | nt | nt | nt | 6% | 0% | 1% | 2%
12-LOX inh | -31% | 1% | 1% | ? | 35%[activator] | 7% | 9% | -11%
Pol kappa inh | nt | nt | nt | nt | nt | nt | nt | nt
ERG-DNA inh | nt | nt | nt | nt | nt | nt | nt | nt
APE1 inh | -1% | 1% | 9% | 2% | 0% | 2% | 4% | 4%
Pol iota inh | nt | nt | nt | nt | nt | nt | nt | nt

#33 CC[C@]12CCCN3CCC4(c5ccccc5NC4C(C(=O)O)C1)C32 (stereo partly specified)
#34 CCN1C[C@]2(COC)CC[C@H](O)[C@@]34C5C[C@H]6[C@H](O)C5[C@](O)(C[C@H]6OC)[C@@H]([C@H](OC)C23)[C@@H]14 (stereo partly specified)
#35 C=C1C(=O)OC2CC(C)C3C=CC(=O)C3(C)C(O)C12 (stereo unspecified)
#36 C[C@H]1C/C=C/[C@H]2[C@H](O)[C@H](C)[C@@](C)(O)[C@H]3[C@H](Cc4ccccc4)NC(=O)[C@]32[C@H](O)/C=C/[C@](C)(O)C1
#37 CCN1C[C@@]2(COC)C3[C@@H](OC)[C@H]4[C@@H]1[C@@]3(C1C[C@H]3[C@H](OC(=O)c5ccccc5)C1[C@]4(OC(C)=O)C[C@H]3OC)[C@@H](OC)C[C@H]2O (stereo partly specified)
#38 CCN(CC)C(C)C(=O)c1ccccc1 (stereo unspecified)
#39 ClC1=C(Cl)C2(Cl)C(CBr)CC1(Cl)C2(Cl)Cl (stereo unspecified)
#40 C[C@](O)(CS(=O)(=O)c1ccc(F)cc1)C(=O)Nc1ccc(C#N)c(C(F)(F)F)c1
Screen / compound no. | 33 | 34 | 35 | 36 | 37 | 38 | 39 | 40
BLM inh | -14% | nt | nt | nt | nt | nt | 3% | -5%
12-LOX inh | -2% | nt | nt | nt | nt | -12%[22.9 µM] | -9%[22.9 µM] | ?
Pol kappa inh | nt | 8% | -4% | -9% | 0% | 7%[19.4 µM] | -7%[19.4 µM] | 1%[19.4 µM]
ERG-DNA inh | nt | -4% | 7% | -3% | -26% | nt | nt | nt
APE1 inh | 11% | nt | nt | nt | nt | nt | nt | nt
Pol iota inh | nt | -25% | ? | 4% | 9% | nt | nt | nt

#41 C[C@H]1C[C@H](C)C(=O)[C@@H]([C@H](O)CC2CC(=O)NC(=O)C2)C1
#42 CCCCCCCCCC(CC)c1ccc(S(=O)(=O)O)cc1 (stereo unspecified)
#43 CC1=C(O)C(=O)C=C2C1=CC=C1C2(C)CCC2(C)C3CC(C)(C(=O)O)CCC3(C)CCC12C (stereo unspecified)
#44 COc1ccc2nc3c(C)n(C)ccc-3c2c1
#45 CC1([N+](=O)[O-])COP(=O)(NCc2cccnc2)OC1 (stereo unspecified)
#46 CC1C(c2cccs2)=[N+]([O-])C(C)(C(=O)c2ccc(F)cc2)N1O (stereo unspecified)
#47 CC12CCC3C(CCC4(O)CC(O)CCC34C=NO)C1(O)CCC2C1=COC(=O)C1 (stereo unspecified)
#48 O=C(Nc1cccc(Cl)c1)OCC#CCN1CCCC1
Screen / compound no. | 41 | 42 | 43 | 44 | 45 | 46 | 47 | 48
BLM inh | -2% | -19% | nt | nt | nt | nt | nt | nt
12-LOX inh | 228%[activator] | 23µM* | 4.5µM* | -19% | -11% | -8% | 12% | -25%
Pol kappa inh | -4%[19.4 µM] | ? | 32µM* | -4% | -17% | -9% | -23% | 1%
ERG-DNA inh | nt | nt | nt | nt | nt | nt | nt | nt
APE1 inh | nt | nt | nt | nt | nt | nt | nt | nt
Pol iota inh | nt | nt | 3.5µM* | -5% | -3% | 110%[activator] | 25% | 24%

#49 COc1ccc(CC(=O)C2C(=O)N(C)c3ccccc32)cc1OC (stereo unspecified)
#50 COC1/C=C/C=C(\C)Cc2cc(O)c(Cl)c(c2)N(C)C(=O)CC(OC(=O)C(C)C)C2(C)OC2C(C)C2CC1(O)NC(=O)O2 (stereo unspecified)
#51 CC(=O)C1C(N2CC2)CC2C3CCC4=CC(=O)CCC4(C)C3CCC21C (stereo unspecified)
#52 COc1cc2c(c(OC)c1OC)-c1ccc(SC)c(=O)cc1C(NC(C)=O)CC2 (stereo unspecified)
#53 COC(=O)C1=C(C(=O)OC)C2OC1c1cc3ccccc3cc12
Screen / compound no. | 49 | 50 | 51 | 52 | 53
BLM inh | nt | nt | nt | nt | nt
12-LOX inh | -23% | -22% | -1% | -27% | -8%
Pol kappa inh | -5% | -1% | -22% | -16% | -18%
ERG-DNA inh | nt | nt | nt | nt | nt
APE1 inh | nt | nt | nt | nt | nt
Pol iota inh | 0% | 13% | 25% | -6% | 10%

Copied from above (5 entries):
#49 COc1ccc(CC(=O)C2C(=O)N(C)c3ccccc32)cc1OC (stereo unspecified)
#50 COC1/C=C/C=C(\C)Cc2cc(O)c(Cl)c(c2)N(C)C(=O)CC(OC(=O)C(C)C)C2(C)OC2C(C)C2CC1(O)NC(=O)O2 (stereo unspecified)
#51 CC(=O)C1C(N2CC2)CC2C3CCC4=CC(=O)CCC4(C)C3CCC21C (stereo unspecified)
#52 COc1cc2c(c(OC)c1OC)-c1ccc(SC)c(=O)cc1C(NC(C)=O)CC2 (stereo unspecified)
#53 COC(=O)C1=C(C(=O)OC)C2OC1c1cc3ccccc3cc12
Screen / compound no. | 49 | 50 | 51 | 52 | 53
BLM inh | nt | nt | nt | nt | nt
12-LOX inh | -23% | -22% | -1% | -27% | -8%
Pol kappa inh | -5% | -1% | -22% | -16% | -18%
ERG-DNA inh | nt | nt | nt | nt | nt
APE1 inh | nt | nt | nt | nt | nt
Pol iota inh | 0% | 13% | 25% | -6% | 10%

Screens from PubChem BioAssay.
